Cneo AK release: Cryptococcus neoformans lysis via adenylate kinase release; lysis activity, % at 15 µM; hit rate 0.2% among 360,000; AID 651654; C. neoformans lysis, adenylate kinase release luminescence, 4 h; normalised: neutral wells 0, clomiphene wells 100;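 active = mean lysis activity across replicates of at least 80%, whatever share of replicates individually reach that level; inactive = mean lysis activity below 80%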
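read-out = cell lysis signal | test system = log-phase Cryptococcus neoformans yeast cells | input = cells at 5 × 10^6 per mL | medium = fresh YPD growth medium | signal = luminescent adenylate kinase detection reagent | timing = 4 h at 37 °C static, read 1 h later | dosing = single dose | controls = Clomiphene as positive lysis control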
PglD inh: inhibitors of Campylobacter jejuni PglD acetyltransferase | purified PglD enzyme, DTNB colorimetric CoA detection | inhibition, % at 12.5 µM | hit rate 0.098% among 360,000 | AID 602405; in the data active = inhibition above about 16%, passing the limit was not always enough; inconclusive = no clear call, values can overlap the other calls; also: strong numbers were not always called active
INS-1E GSIS act: GLuc luminescence reporter in INS-1E cells, primary screen for activators of glucose-dependent secretion of insulin. INS-1E GLuc reporter insulin secretion, 2-3 h. activation, % at 16.6 µM. hit rate 0.61% among 370,000. AID 743287;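 active = lowest replicate activation of at least 40%, so every replicate reaches that level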;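 also: 0% = median of neutral control wells and 100% = median of IBMX positive control wells; some compounds called inactive have numbers as strong as hits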
miR-122 sensor: blocks miR-122 activity in Huh7 sensor cells | Huh7 miR-122 Renilla luciferase sensor, 48 h; neutral wells = 0, positive control = 100 | activation (reporter increase), % at 12.5 µM | hit rate 0.3% among 340,000 | AID 602342;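 active = mean replicate activation score at least 90 and every replicate individually at or above 90; inconclusive = only one of the two criteria met; inactive = neither criterion met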;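 also: higher luciferase means less miR-122 activity so hits act as miR-122 inhibitors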
C2C12 statin: suppressors of simvastatin-induced myotoxicity in C2C12 myotubes; ATP luminescence, 48 h; scaled: DMSO 0, geranylgeraniol control 100; rescue of ATP level, % at 7.49 µM; hit rate 0.78% among 330,000; AID 602340;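 active = mean ATP rescue above about 67%, or every replicate alone reaching that limit, limit read from the data, passing the limit was not always enough; inconclusive = no clear call, values can overlap the other calls; inactive = mean under the limit and some replicate under it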;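 also: myotubes were challenged with 10 µM simvastatin during compound exposure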
PGC1a acetyl inh: lowers PGC1a acetylation signal in U2OS cells. AlphaScreen anti-acetyl-lysine; with virally co-expressed GCN5 acetyltransferase. hit rate 0.17% among 350,000. AID 651687. inhibition, % at 15.6 µM;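 active = every replicate shows inhibition of at least 40%; inconclusive = mean inhibition at least 40% but some replicate below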;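 also: 0% = neutral control wells and 100% = positive control wells; some results beyond the cut were filed as inactive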
CFTR F508del cor: CFTR F508del correction in bronchial cells; CFBE cells, YFP halide quenching; stimulated with forskolin plus potentiator P3; % fluorescence drop versus neutral controls; activity (quench increase), % at 7.58 µM; AID 720511; hit rate 0.36% among 350,000;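 active = mean added fluorescence quench of at least 8% versus neutral control, with both replicates also reaching 8%; inconclusive = only one of the mean or replicate conditions met; inactive = mean below 8% and not both replicates reaching 8%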;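 also: cells transiently co-express mutant CFTR-F508del with the halide-sensitive YFP; corrector assay measuring rescue of mutant channel to the surface after 24 h compound exposure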
FN deposit inh: fibronectin deposition inhibition | hit rate 0.086% among 350,000 | AH1F fibroblasts, Alexa488-fibronectin deposition fluorescence, overnight | AID 743247 | inhibition, % at 12.6 µM;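 active = mean inhibition across replicates of 30% or more, regardless of how many single replicates reach that level; inconclusive = mean under 30% yet at least half of replicates reach 30%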;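 also: positive control wells lacked labelled fibronectin entirely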
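material = AH1F fibroblast monolayer depositing Alexa488-labelled fibronectin into matrix | amount = 10000 AH1F cells/well | buffer or medium = DMEM plus 2% serum, read in PBS | incubation = 1 h cell adhesion before compound, then overnight fibronectin incubation | detection = fluorescence at 485 nm excitation, 525 nm emission | evaluation = percent inhibition as loss of matrix-bound fibronectin fluorescence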
Starred values were filed as active, the others as inactive; ? = inconclusive; . = no result given; [ ] = dose if it differs, or a comment. Compounds as they come; any-hit rate near 2.1%.

SMILES	Cneo AK release	PglD inh	INS-1E GSIS act	miR-122 sensor	C2C12 statin	PGC1a acetyl inh	CFTR F508del cor	FN deposit inh
CC(=O)Nc1cc(-c2ccc(N)cc2)cn2c(-c3cccc(C(F)(F)F)c3)cnc12	14	0	.	-7	-11	-2	-3.8	-6
COc1cccc(C(C(=O)NC2CCCC2)N(Cc2cccnc2)C(=O)Cc2cccs2)c1 (stereo not drawn)	-2	4	7	.	-5	.	-1.8	-4
Fc1ccccc1N1CCN(c2nc3ccccc3n3nnnc23)CC1	-1	2	.	1	10	2	.	.
CC(C)NC(=O)Nc1cccc2c1O[C@@H](CN(C)C)[C@@H](C)CN([C@@H](C)CO)C2=O	-3	-5	1	8[16.7 µM]	9	2	2.1	.
CN(C)c1nc(-c2ccccc2)c2cnn(Cc3ccccc3)c2n1	-1	-1	10	-2	4	-3	2.4	.
CC(=O)N/N=c1\sc2ccccc2n1C	-4	-1	2	1	1	5	-0.3	-5
COc1ccc(NC(=O)C23CC4CC(C2)CC(n2cnc(Br)n2)(C4)C3)c(OC)c1	0	4	.	9	6	-7	.	.
Cc1ccc(NC(=O)CCSc2ccccn2)cc1	2	8	.	-8	.	-4	-0.7	4
CCOC(=O)C(C#N)(Cc1ccc2ccccc2n1)Cc1ccc2ccccc2n1	1	-1	.	22	8	15	0.1	-2
O=C(NC(=S)Nc1ccc2oc(=O)ccc2c1)c1cc2ccccc2o1	2	4	-2	-7	.	15	-30	2
C[C@@H]1CN([C@@H](C)CO)C(=O)Cc2cc(NS(=O)(=O)c3ccc(Cl)cc3)ccc2O[C@H]1CN(C)Cc1ccc(C(=O)Nc2ccccc2N)cc1	-2	11	5	21[16.7 µM]	-1	-18	0.9	.
O=C(NCn1ccc(=O)[nH]c1=S)c1ccccc1	-1	6	3	2	2	4	.	.
O=S(=O)(NCc1cccnc1)c1ccc(Cl)s1	3	9	.	24	-3	-5	.	.
CN1CCN(C(=O)C[C@H]2C[C@H]3c4cc(NS(C)(=O)=O)ccc4O[C@H]3[C@H](CO)O2)CC1	4	-2	15	1[16.7 µM]	3	-5	-2.0	-1
CCCOc1ccc(C(=O)c2nc3c(n2O)CCCCC3)cc1	0	-2	.	-5	3	.	.	-11
CCOC(=O)c1csc(NC(=O)CSc2nnnn2-c2ccc(OC)cc2)n1	-1	2	7	-2	4	.	.	.
CCCN(C)C[C@H]1Oc2ncc(C#CC3CC3)cc2C(=O)N([C@H](C)CO)C[C@H]1C	.	.	12	-9[16.7 µM]	23	1	0.8	10
COc1ccccc1-c1ccccc1[C@@H]1[C@H](C#N)N(C(=O)CN(C)C)[C@H]1CO	.	.	-2	.	.	0	-1.7	-5
C[C@@H]1CN([C@@H](C)CO)C(=O)CCCn2cc(nn2)CO[C@H]1CN(C)S(=O)(=O)c1ccc(F)cc1	-1	-2	9	1[16.7 µM]	-163	3	0.6	-8
Cc1ccc2nc(N3CCN(C(=O)c4ccco4)CC3)sc2c1	.	.	-2	.	1	.	5.4	-2
O=C(c1cccc(S(=O)(=O)N2CCCC2)c1)c1cccc(S(=O)(=O)N2CCCC2)c1	-3	-4	.	2	4	10	.	.
COc1ccc(S(=O)(=O)NCc2ccccn2)cc1NC(=O)c1ccccc1C	-3	-1	0	?	-62	-8	3.7	-8
CSc1ccc(CN(C)C(=O)CSCC(=O)Nc2cc(C)on2)cc1	-1	-3	3	-9	-8	-1	-1.6	9
Cc1cc(Cl)c2oc(C(=O)N(C)CC3CCOCC3)c(C)c2c1	-4	-2	4	-3	-22	-14	1.5	6
COc1ccc(S(=O)(=O)N(CC(=O)NCc2ccncc2)c2ccc(C)cc2)cc1OC	-5	-6	34	.	-5	.	0.3	-7
CC1(C)NC(=O)N(CCCCOc2ccc(Br)cc2Cl)C1=O	0	2	.	-3	-7	0	.	12
C=C[C@@H]1c2cccc(C)c2N(S(=O)(=O)c2ccc(C)cc2)[C@H](c2ccccc2)C1(C#N)S(=O)(=O)c1ccccc1 (stereo partly drawn)	0	0	0	-4	-15	-6	0.9	-3
COc1ccc(CNC(=O)C2(C)Cc3c(-c4cccc(NC(C)=O)c4)ccnc3O2)cc1OC (stereo not drawn)	-2	-3	10	-8	7	-6	0.0	-1
CC(=C/c1ccc(C(C)C)cc1)/C=N/NC(=O)c1ccncc1	.	.	10	-6	4	9	1.5	-5
Cc1cc(OCC(=O)Nc2ncn[nH]2)ccc1Cl	0	0	19	-4	-10	-5	0.2	-7
O=C(NCc1ccccc1)c1ccc(S(=O)(=O)N2CCCC2)cc1	0	2	-3	0	13	12	.	.
Cc1ccc(-c2ccc(C#N)c(=O)n2CC(=O)N(C)C)cc1	-1	1	10	-1	-2	.	1.8	-8
COc1ccc2c(c1OC)C(=O)N(c1ccc3c(c1)CCC3)C2=O	1	.	.	0	-8	2	.	.
C[C@H](CO)N1C[C@H](C)[C@H](CN(C)C(=O)c2cccc(F)c2)Oc2cc(C#CC3CCCC3)ccc2S1(=O)=O	.	.	-13	3[16.7 µM]	22	0	0.0	.
COc1ccc(S(=O)(=O)N(C)C[C@@H]2Oc3ccc(NC(=O)Nc4c(C)noc4C)cc3CC(=O)N([C@@H](C)CO)C[C@H]2C)cc1	-2	-5	12	3[16.7 µM]	15	2	-0.6	.
CCOc1ccc(C(=O)Nc2cccc3cccnc23)cc1	0	0	-4	4	-1	.	-2.2	-3
Cc1cn(CC(=O)NCC(c2ccccc2)c2ccccc2)c(=O)[nH]c1=O	-8	0	11	8	2	.	2.1	-7
CCOc1ccc(S(=O)(=O)/N=C(/Nc2ccc(S(N)(=O)=O)cc2)c2ccccc2)cc1	-1	-2	11	.	2	.	1.2	4
CCN1CCN(c2nc(NCCO)c3ccccc3n2)CC1	0	-4	21	0	2	.	-0.3	3
Cc1ccc(S(=O)(=O)N2CCC(C(=O)O)CC2)cc1C(=O)O	-2	0	.	-3	1	-3	.	.
Cc1ccc(S(=O)(=O)NCc2ccccc2)cc1C(=O)N1CCCCC1	9	-5	-3	.	-5	.	0.5	.
COc1ccc(NC(=O)Nc2ccc3c(c2)CC(=O)N([C@@H](C)CO)C[C@H](C)[C@H](CN(C)C(=O)Nc2ccc(OC)cc2)O3)cc1	1	0	6	10[16.7 µM]	-21	8	1.1	.
COc1ccccc1-c1oc2ccccc2c1C#CC(C)(C)O	0	-2	-29	2	3	-14	1.2	-10
O=C(NCC[C@@H]1CC[C@H](NS(=O)(=O)c2ccc(Oc3ccccc3)cc2)[C@@H](CO)O1)C1CC1	-2	-5	5	.	12	1	-0.7	-6
CSc1ccccc1NC(=O)c1cccnc1	1	1	7	-1	-7	-10	.	1
O=C(C[C@@H]1CC[C@@H]2[C@H](COC[C@@H](O)CN2S(=O)(=O)c2ccc(F)cc2)O1)NCCN1CCCCC1	-5	-2	3	4[16.7 µM]	-1	20	1.1	-6
Fc1ccccc1C1c2cccn2CCN1C(=S)Nc1cccc(Br)c1 (stereo not drawn)	.	.	-8	.	.	6	1.9	-3
COc1ccc(S(=O)(=O)Nc2ccc3c(c2)CC(=O)N([C@@H](C)CO)C[C@H](C)[C@H](CN(C)S(=O)(=O)c2ccccc2)O3)cc1	2	3	5	-5[16.7 µM]	-5	6	0.1	.

Part of the list above in order of SMILES length, falling.
SMILES	Cneo AK release	PglD inh	INS-1E GSIS act	miR-122 sensor	C2C12 statin	PGC1a acetyl inh	CFTR F508del cor	FN deposit inh
COc1cccc(C(C(=O)NC2CCCC2)N(Cc2cccnc2)C(=O)Cc2cccs2)c1 (stereo not drawn)	-2	4	7	.	-5	.	-1.8	-4
Cc1cn(CC(=O)NCC(c2ccccc2)c2ccccc2)c(=O)[nH]c1=O	-8	0	11	8	2	.	2.1	-7
CCN1CCN(c2nc(NCCO)c3ccccc3n2)CC1	0	-4	21	0	2	.	-0.3	3

Following part
SMILES	Cneo AK release	PglD inh	INS-1E GSIS act	miR-122 sensor	C2C12 statin	PGC1a acetyl inh	CFTR F508del cor	FN deposit inh
CCn1c(SCC(=O)Nc2nnc(C)s2)nc2c(c1=O)SC(C)C2 (stereo not drawn)	4	5	.	-6	0	0	0.4	-1
C[C@H]1CN([C@@H](C)CO)C(=O)c2cc(-c3ccccc3F)cnc2O[C@H]1CN(C)C	-2	5	8	-3[16.7 µM]	-27	-6	0.7	5
N#Cc1ccsc1NC(=O)COC(=O)CCS(=O)(=O)c1ccccc1	-1	2	-24	-7	0	5	-2.2	5
C[C@H]1CN([C@@H](C)CO)C(=O)Cc2cc(NS(=O)(=O)c3ccccc3)ccc2O[C@H]1CN(C)S(=O)(=O)c1cn(C)cn1	-2	-1	9	2[16.7 µM]	-14	0	0.1	.
Cc1ccc(NC(=O)Cn2c(=O)n(CCC(=O)NC3CCN(Cc4ccccc4)CC3)c(=O)c3ccccc32)cc1	.	.	18	.	.	1	-1.1	-22
C=CCn1c(=O)c2ccccc2n2c(SC(C)C(=O)Nc3nc(-c4ccccc4)cs3)nnc12 (stereo not drawn)	0	-5	.	-5	.	-3	.	12
Cc1ccc(S(=O)(=O)N(C)C)cc1NC(=O)CCNC(=O)c1ccco1	6	3	3	.	6	.	-0.4	12
NC(=O)c1c(NC(=O)CN2C(=O)CCC2=O)sc2c1CCCCC2	1	1	0	2	-19	-8	-1.5	3
O=C(c1ccccc1F)N1CCN(S(=O)(=O)c2ccc(Br)cc2)CC1	1	0	.	8	13	-18	.	.
Cc1ccc(NC(=O)NNC(=O)c2cccs2)cc1	-14	-5	-5	4	.	-1	.	6
C[C@H](CO)N1C[C@H](C)[C@H](CN(C)Cc2ccc(C(=O)O)cc2)Oc2ccc(NS(=O)(=O)c3ccccc3)cc2CC1=O	.	.	35	2[16.7 µM]	-35	5	-0.4	1
COc1cc2c(cc1OC)C(C)N(C(=O)c1ccc(Br)o1)CC2 (stereo not drawn)	-1	-4	35	13	.	5	.	2
CC(C)(C)NC(=O)CN(C(=O)c1csnn1)c1ccccc1-c1ccccc1	-1	-1	-13	0	9	-7	-2.3	-2
CC(C)Oc1ccc(C(=O)Nc2c3c(nn2-c2ccccc2)CS(=O)(=O)C3)cc1	-5	-2	-5	.	.	-2	2.5	11
COc1ccc(CCNC(=O)C/C(C)=N/NC(=O)COc2ccc(C)cc2Br)cc1OC	-3	-3	16	-1	-6	-5	0.1	0
Cc1nc(SCC(=O)Nc2ccc3[nH]c(=O)[nH]c3c2)nc(C)c1C	1	1	10	-9	-8	16	-2.7	.
O=C(C[C@H]1CC[C@H](NC(=O)c2ccc3c(c2)OCO3)[C@@H](CO)O1)NC1Cc2ccccc2C1	-2	0	9	-2[16.7 µM]	-1	3	1.5	-7
CC(C)C#Cc1ccc([C@H]2[C@H](CO)N3CCCCN(C(=O)NC(C)C)C[C@@H]23)cc1	4	-1	-35	-26[16.7 µM]	.	-5	2.1	.
O=C(O)Cc1ccc(NC(=O)C(c2ccccc2)c2ccccc2)cc1	.	.	-7	.	.	5	-0.4	-1
COCCNC(=O)C[C@H]1C[C@@H]2c3cc(NC(=O)CC4CC4)ccc3O[C@@H]2[C@@H](CO)O1	0	-3	2	0[16.7 µM]	-6	3	-0.5	2
COc1ccc(Nc2ncc(C(=O)N3CCN(c4ccc(F)cc4)CC3)c3ccccc23)cc1	-3	-6	.	-4	157*	-4	.	-9
